Screens from PubChem BioAssay.
HSP90 refold inh: blocks HSP90-mediated luciferase refolding in reticulocyte lysate | actives 0.91% (n = 290,000) | Rabbit reticulocyte lysate, luciferase refolding luminescence, 3 h | inhibition, % at 5.6 µM;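 active = inhibition above the screen-wide mean plus 3 SD, computed separately per campaign, cut at about 16% in these data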;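 note: 0% = DMSO wells and 100% = 60 µM geldanamycin wells; inhibitors lower the luminescence because luciferase stays unfolded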
HIF act: HIF pathway transcriptional activation. U2OS HRE-luciferase reporter, luminescence; normalized: DMSO 0%, desferrioxamine 100%. activation, % at 7.5 µM (by protocol). actives 0.32% (n = 300,000). AID 1910;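 active = mean activation of at least 10% of the iron chelator positive control signal, with at least half of replicates also reaching 10%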
IEC-6 tox: kills IEC-6 intestinal cells in KLF5 counter-screen; actives 0.78% (n = 290,000); inhibition, % at 5 µM; IEC-6 cytotoxicity, luminescence viability; AID 1825; in the data active = inhibition above about 22%;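 note: 0% = plate median of test compound wells and 100% = cytotoxic reference compound wells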
GSK3 alpha inh: blocks human GSK-3 alpha kinase | AID 2650 | inhibition, % at 10 µM | ADP-Glo luminescence, 60 min | actives 0.1% (n = 320,000) | P49840;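 in the data active = inhibition above about 50%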;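 note: GST-tagged GSK-3 alpha with peptide substrate and 25 µM ATP; 0% = DMSO neutral wells and 100% = GW8510 positive control wells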
Target sequence (P49840 whole entry, looked up): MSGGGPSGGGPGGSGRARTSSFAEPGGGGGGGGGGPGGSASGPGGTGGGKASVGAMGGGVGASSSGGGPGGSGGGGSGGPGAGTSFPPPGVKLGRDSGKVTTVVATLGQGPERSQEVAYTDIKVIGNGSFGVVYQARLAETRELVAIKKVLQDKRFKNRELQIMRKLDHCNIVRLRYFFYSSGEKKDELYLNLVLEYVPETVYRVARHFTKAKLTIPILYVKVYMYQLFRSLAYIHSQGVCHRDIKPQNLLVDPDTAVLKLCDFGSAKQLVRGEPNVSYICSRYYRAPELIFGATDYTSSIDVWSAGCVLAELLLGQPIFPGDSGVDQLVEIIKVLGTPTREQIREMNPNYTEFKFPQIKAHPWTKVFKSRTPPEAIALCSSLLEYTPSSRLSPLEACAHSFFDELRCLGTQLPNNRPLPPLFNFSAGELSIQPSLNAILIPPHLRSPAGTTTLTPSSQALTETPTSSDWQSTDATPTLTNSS
HSF1 inh: HSF1 inhibition | NIH3T3-HGL HSE-luciferase, MG132-induced, luminescence 8 h; stronger effect = lower value | actives 0.77% (n = 300,000) | AID 2098 | activity change, negative = inhibition, % at 7.5 µM (by protocol);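 active = more than half of replicate wells show activity change below -50%, luminescence cut by over half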;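 note: luciferase reports HSF-1 transcriptional activity via heat shock element; 0% = median of DMSO wells and -100% = zero luminescence signal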
KLF5 inh: kruppel-like factor 5 inhibition; actives 0.23% (n = 290,000); inhibition, % at 5 µM; DLD-1 KLF5 promoter-luciferase reporter, luminescence;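 active = inhibition above a per-plate limit of that plate's mean compound inhibition plus 3 SD, cut at about 60% in these data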;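 note: 0% = DMSO wells and 100% = LY294002 at 200 µM; higher means less KLF5 promoter-driven luciferase light; inactives centre near -14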
AI-2 QS modul: modulates the Vibrio harveyi AI-2 quorum sensing system. AID 2094. actives 0.4% (n = 300,000). activity change, % at 7.5 µM. Vibrio harveyi JMH597 AI-2 luminescence/OD600 ratio, 9 h; stronger effect = lower value; strain lacks LuxN and CqsS sensors; 0 = neutral-control median; in the data active = activity change below about -75%, passing the limit was not always enough;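 note: luminescence divided by OD600 gain over 9 h not by final OD600 alone; inactives centre near 13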
aSyn 5UTR inh: MLPCN primary screen, SNCA 5' untranslated region; alpha-synuclein 5'UTR reporter, inhibitor activity; inhibition, % (tested at 7.5 µM); actives 0.82% (n = 300,000); AID 1813; in the data active = inhibition above about 60%;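 note: H4 neuroglioblastoma cells stably carrying SNCA 5'UTR luciferase fusion; 0% = DMSO wells and 100% = positive control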
GSK3B inh: inhibitors of human GSK3beta kinase; actives 0.038% (n = 300,000); activity score (negative = inhibition), % at 10 µM; AID 2097; GST-GSK3beta kinase, ADP-Glo luminescence, 60 min; stronger effect = lower value;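 active = more than half of replicate wells score below -50%, meaning over 50% inhibition versus plate controls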;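 note: 0% = median DMSO wells and -100% = median GW8510 positive control wells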
Target sequence (P49841 whole entry, looked up): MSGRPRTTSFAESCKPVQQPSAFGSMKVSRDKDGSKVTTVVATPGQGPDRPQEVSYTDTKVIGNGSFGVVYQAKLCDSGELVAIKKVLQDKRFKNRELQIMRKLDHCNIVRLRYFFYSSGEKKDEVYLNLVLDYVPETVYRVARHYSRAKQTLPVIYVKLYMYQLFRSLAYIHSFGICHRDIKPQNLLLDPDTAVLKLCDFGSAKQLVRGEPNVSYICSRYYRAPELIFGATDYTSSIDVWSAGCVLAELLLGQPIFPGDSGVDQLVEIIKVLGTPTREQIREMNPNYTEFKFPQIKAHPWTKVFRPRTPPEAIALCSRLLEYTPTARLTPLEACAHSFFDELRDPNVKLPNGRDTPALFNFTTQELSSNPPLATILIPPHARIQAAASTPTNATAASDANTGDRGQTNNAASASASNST
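Assay system: GST-fused GSK3beta enzyme, cell-free / Medium: Tris pH 7.5 buffer with MgCl2, DTT, BSA, heparin / Also added: peptide substrate plus 25 µM ATP (final) / Compound: 10 µM single point / Timing: kinase reaction with compound 60 min at room temperature / Detection: ADP-Glo luminescence / Benchmarks: DMSO neutral wells and GW8510 at 20 µM as positive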
HSF1 activator: increases HSF-1 driven luciferase reporter signal | activation, % at 9 µM | actives 1.7% (n = 300,000) | NIH3T3-HGL HSF-1 luciferase reporter, MG132, 8 h; 100% = twice DMSO control signal;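 active = mean replicate activation of at least 50% with a set share of replicates each reaching 50%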;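 note: 0% = median of the neutral control wells and 100% = twice that signal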
* = called active by the depositor; nt = no result given. Compounds were not picked by outcome. About 4.7% of those tested had a hit in this group.

1	Cc1nc2c(Br)c3nc(C(F)(F)F)[nH]c3c(Br)c2[nH]1
2	CCOC(=O)C1=NN(C(=O)Cc2ccccc2)C(O)(C(C)(C)C)C1 (stereo unspecified)
3	O=C(CSc1nnc(CN2CCOCC2)n1-c1ccc(Cl)cc1)Nc1cc(Cl)ccc1O
4	N#Cc1c(NC(=O)C(=O)NCCCN2CCOCC2)sc2c1CCCC2
5	COc1ccc2nc(N/C(N)=N/C(=S)Nc3ccccc3)nc(C)c2c1
6	COc1cccc(N=C(N)N=C(N)N)c1
assay / entry	1	2	3	4	5	6
HSP90 refold inh	6.9	1.1	1.3	0.4	0.2	-0.4
HIF act	0.0	0.0	nt	-0.5	0.2	-1.1
IEC-6 tox	-4.8	-8.5	1.5	-1.0	-4.8	-0.4
GSK3 alpha inh	5.4	-1.3	2.2	4.1	0.1	-0.7
HSF1 inh	0.7	-4.2	nt	-11.2	nt	2.2
KLF5 inh	-4.8	-31.9	-4.7	-25.6	-33.4	-5.9
AI-2 QS modul	20.4	11.8	36.0	25.2	39.6	nt
aSyn 5UTR inh	15.4	5.6	nt	-10.0	5.8	8.9
GSK3B inh	-0.3	2.8	0.3	-2.1	-3.1	5.7
HSF1 activator	-4.6	-2.6	nt	-10.6	nt	-2.8

7	O=C(c1ccco1)N(Cc1cc2ccccc2[nH]c1=O)CC1CCCO1 (stereo unspecified)
8	CCOC(=O)N1N=C(C)CC1(O)c1ccc(Cl)cc1 (stereo unspecified)
9	Cc1cc(C)c(NC(=O)CS(=O)CC(=O)Nc2ccc(N3CCOCC3)cc2)c(C)c1 (stereo unspecified)
10	CCOC(=O)c1ccc(NC(=S)N2CCN(C)CC2)cc1
11	CC1CCC/C=C/C(=O)c2c(O)cc(O)cc2CC(=O)O1 (stereo unspecified)
12	O=C(c1ccc2oc(CCc3ccccc3)nc2c1)N1CC[C@H](O)C1
assay / entry	7	8	9	10	11	12
HSP90 refold inh	3.7	-0.4	-1.1	-2.2	nt	-4.8
HIF act	-0.5	1.0	-1.1	-2.7	6.3	2.1
IEC-6 tox	10.1	-3.0	6.4	5.1	nt	-7.6
GSK3 alpha inh	-1.7	-2.0	0.0	-1.8	2.3	-0.3
HSF1 inh	-3.9	-6.4	-1.3	2.0	26.2	17.8
KLF5 inh	-29.1	-33.6	-22.2	-28.3	nt	-153.7
AI-2 QS modul	17.7	26.6	8.0	9.0	-35.2	10.9
aSyn 5UTR inh	19.5	8.4	9.2	-11.7	-153.2	-134.1
GSK3B inh	1.7	-2.5	1.9	1.1	-3.8	-1.5
HSF1 activator	-3.6	-8.8	26.7	0.2	33.7	29.8

Five entries from above, with values under each structure.
Results follow in this order: HSP90 refold inh, HIF act, IEC-6 tox, GSK3 alpha inh, HSF1 inh, KLF5 inh, AI-2 QS modul, aSyn 5UTR inh, GSK3B inh, HSF1 activator
7	O=C(c1ccco1)N(Cc1cc2ccccc2[nH]c1=O)CC1CCCO1 (stereo unspecified)
    3.7, -0.5, 10.1, -1.7, -3.9, -29.1, 17.7, 19.5, 1.7, -3.6
8	CCOC(=O)N1N=C(C)CC1(O)c1ccc(Cl)cc1 (stereo unspecified)
    -0.4, 1.0, -3.0, -2.0, -6.4, -33.6, 26.6, 8.4, -2.5, -8.8
11	CC1CCC/C=C/C(=O)c2c(O)cc(O)cc2CC(=O)O1 (stereo unspecified)
    nt, 6.3, nt, 2.3, 26.2, nt, -35.2, -153.2, -3.8, 33.7
9	Cc1cc(C)c(NC(=O)CS(=O)CC(=O)Nc2ccc(N3CCOCC3)cc2)c(C)c1 (stereo unspecified)
    -1.1, -1.1, 6.4, 0.0, -1.3, -22.2, 8.0, 9.2, 1.9, 26.7
12	O=C(c1ccc2oc(CCc3ccccc3)nc2c1)N1CC[C@H](O)C1
    -4.8, 2.1, -7.6, -0.3, 17.8, -153.7, 10.9, -134.1, -1.5, 29.8

(next part)
13	CCC(C)(C)NC(=O)C1CCCN1C(=O)NC1CCCCC1 (stereo unspecified)
14	COc1ccc(NC(=O)CCCNC(=O)Cn2cnc3sc4c(c3c2=O)CCCC4)cc1OC
15	CCN(C(=O)CCN1C(=O)c2ccccc2S1(=O)=O)c1ccccc1
16	Cn1ccc(-c2cc(C(=O)O)c3ccccc3n2)n1
17	COc1ccc(-c2cc(CNS(=O)(=O)c3ccccc3)on2)cc1
18	O=C(Nc1nccs1)c1ccc2nccnc2c1
assay / entry	13	14	15	16	17	18
HSP90 refold inh	-1.3	-0.6	nt	1.2	3.7	-2.9
HIF act	-0.3	-0.4	-0.3	-0.4	0.4	1.7
IEC-6 tox	-8.2	0.6	nt	-5.4	4.5	1.3
GSK3 alpha inh	-3.1	-0.5	1.4	0.4	-0.2	-39.3
HSF1 inh	-2.8	-2.7	-6.9	-9.7	4.4	8.0
KLF5 inh	-20.9	-29.6	nt	-33.7	27.2	-63.6
AI-2 QS modul	10.4	20.6	5.4	14.0	7.7	1.8
aSyn 5UTR inh	0.4	4.0	12.4	-20.6	-46.0	-160.6
GSK3B inh	0.6	-0.7	0.7	-3.9	1.1	-2.4
HSF1 activator	14.0	-1.2	-3.7	-5.9	-16.1	-1.6

19	O=C(NCc1ccc(F)cc1)C1CCN(S(=O)(=O)N2CCC3(CC2)OCCO3)CC1
20	CCOC(=O)c1cn2nc(Oc3ccc(C)cc3)ccc2n1
21	COc1ccc([N+](=O)[O-])cc1-c1nc2ccccc2nc1-c1ccccc1
22	O=C(O)C1CCCCC1C(=O)Nc1cc(C(F)(F)F)ccc1Cl (stereo unspecified)
23	COC(=O)C1=C(C)Nc2[nH]c(=S)[nH]c(=O)c2C1c1ccc(OC)cc1 (stereo unspecified)
24	CC1Cc2ccccc2N1CC(=O)Nc1ccc(S(=O)(=O)N(C)C)cc1 (stereo unspecified)
assay / entry	19	20	21	22	23	24
HSP90 refold inh	3.4	4.4	1.4	-5.8	-2.5	-0.9
HIF act	0.0	1.2	-1.1	1.4	-0.1	-0.3
IEC-6 tox	3.4	2.0	4.2	-8.1	-1.3	-3.6
GSK3 alpha inh	-4.7	5.1	-1.0	-2.0	-1.9	-2.5
HSF1 inh	-4.6	18.3	-4.8	-5.2	-2.7	-2.7
KLF5 inh	0.0	-36.8	-9.0	-19.7	4.5	-0.5
AI-2 QS modul	31.5	14.3	21.6	16.5	7.0	10.0
aSyn 5UTR inh	16.4	-75.2	39.0	35.7	11.5	-1.9
GSK3B inh	-0.4	-0.3	2.4	2.8	0.2	0.7
HSF1 activator	12.3	13.4	-2.7	-6.7	-3.5	-2.4

25	Cc1cc(-c2nnc(SCC(=O)Nc3ccc(F)cc3)n2N)n[nH]1
26	Cc1ccc(NC(=O)CS(=O)CC(=O)NCC2OCCc3ccccc32)c(C)c1 (stereo unspecified)
27	CNC(=S)NNC(=O)Cc1ccc(O)cc1
28	C=CCn1c(CCc2ccc(OC(C)C)cc2)n[nH]c1=S
29	CCOC(=O)C1=C(CCc2ccccc2)NC(=O)NC1c1cccc([N+](=O)[O-])c1 (stereo unspecified)
30	COc1ccc(N2C(=O)NC(NC(=O)c3cccnc3)(C(F)(F)F)C2=O)cc1 (stereo unspecified)
assay / entry	25	26	27	28	29	30
HSP90 refold inh	-2.1	1.1	3.7	-1.1	1.3	4.8
HIF act	0.0	0.0	0.5	0.4	-0.1	-0.5
IEC-6 tox	-4.0	2.3	-1.3	-3.3	1.3	2.2
GSK3 alpha inh	-2.3	-0.2	-4.5	3.2	0.4	-1.3
HSF1 inh	7.8	-6.7	-11.5	2.1	13.5	-0.7
KLF5 inh	-32.8	-8.6	-32.2	-3.6	-22.6	-5.0
AI-2 QS modul	9.1	-1.5	17.4	31.1	15.3	6.1
aSyn 5UTR inh	30.6	5.4	18.1	-27.0	27.5	3.7
GSK3B inh	3.0	1.5	-0.5	-3.9	1.6	-1.8
HSF1 activator	21.4	6.4	-3.4	5.0	6.9	-3.6

31	Cc1ccc(NC(=O)CNC(=O)c2cccs2)nc1
32	Cc1nc2c(cc1NC(=O)c1ccccc1)nc(C)n2Cc1ccccc1
33	O=C(C(Cc1ccccc1)N1C(=O)C2C3C=CC(C3)C2C1=O)N1CCCCC1 (stereo unspecified)
34	COc1cccc(Nc2nc(CN3CCOCC3)nc3sc4c(c23)CCCC4)c1
35	C=CCNC(=O)NC(=O)COC(=O)C(C)Oc1ccc(Cl)cc1Cl (stereo unspecified)
36	CC(OC(=O)C1CC(O)CN1S(=O)(=O)c1ccccc1[N+](=O)[O-])C(=O)N1CCCCC1 (stereo unspecified)
assay / entry	31	32	33	34	35	36
HSP90 refold inh	nt	3.3	-0.4	7.0	-2.2	-4.7
HIF act	0.6	0.6	0.1	0.1	-0.1	0.2
IEC-6 tox	nt	5.8	4.4	4.8	-3.7	-3.6
GSK3 alpha inh	0.1	-3.8	-1.3	-1.1	-1.3	-0.4
HSF1 inh	1.5	-6.9	-4.0	0.7	-2.7	0.6
KLF5 inh	nt	-12.3	-13.8	-28.9	-37.2	-27.0
AI-2 QS modul	-12.8	8.4	15.3	30.5	23.4	12.2
aSyn 5UTR inh	-35.6	21.1	-14.1	-3.1	-12.7	-5.2
GSK3B inh	1.8	3.9	2.4	1.3	-1.6	5.3
HSF1 activator	-12.1	-3.1	-4.4	6.2	-2.1	1.6

37	CCOC(=O)C(N)CSC1CC(=O)N(CCc2ccccc2)C1=O (stereo unspecified)
38	COc1ccc(-n2nc3cc(C)c(NC(=S)NC(=O)c4ccccc4C)cc3n2)cc1
39	O=c1c2ccc(Cl)cc2nc(-c2ccc([N+](=O)[O-])cc2)n1O
40	CC(C)NC(=O)C1c2ccccc2Oc2ccccc21
41	O=C(O)CSc1nnc(-c2ccncc2)n1C1CCCCC1
42	CCn1ncc(-c2csc(N)n2)c1C
43	COc1ccc(CNC(=O)c2cc(C3CC3)on2)cc1
44	COC(=O)c1ccc(-c2ccc(OC)c([C@H]3[C@H]4C=CC[C@@H](C)[C@@H]4C(=O)N3Cc3ccccc3)c2)cc1
45	CSCC(C)N1CCC(n2nccc2NC(=O)c2ccc3c(c2)OCO3)CC1 (stereo unspecified)
assay / entry	37	38	39	40	41	42	43	44	45
HSP90 refold inh	-2.9	0.4	-1.1	-1.2	-4.0	-1.1	nt	nt	-4.1
HIF act	-4.6	2.2	-0.2	-1.1	0.0	-0.6	1.5	-0.8	0.0
IEC-6 tox	-1.1	-2.1	6.9	0.1	-3.3	-1.3	nt	nt	-4.4
GSK3 alpha inh	3.2	-6.1	1.9	-0.8	-1.2	2.0	-0.3	-1.7	0.4
HSF1 inh	7.1	26.1	1.2	-5.3	-6.2	-5.4	19.5	-6.3	6.5
KLF5 inh	-34.7	-14.2	-15.9	-9.7	-13.0	-29.6	nt	nt	-10.4
AI-2 QS modul	20.9	9.9	22.5	24.8	25.2	13.7	-0.8	0.4	20.1
aSyn 5UTR inh	-1.6	-172.7	-6.1	10.1	2.6	-3.7	-106.2	34.5	-9.4
GSK3B inh	0.6	0.2	0.7	-1.7	2.2	0.5	1.0	-1.4	1.6
HSF1 activator	16.0	32.2	8.6	-11.3	10.7	-2.5	20.5	-22.8	-11.3
